Bioassay records: PubChem, The Scripps Research Institute Molecular Screening Center
M1 ag = activates human CHRM1 receptor; CHO-K1 hM1, Fluo-8 calcium fluorescence, agonist mode; 0% DMSO, 100% acetylcholine EC100; activation, % at 3 µM; 0.33% of 360,000 active;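 active means activation above the run's mean compound activation plus 3 SD, cut at about 16% in these data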;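 further: peak over basal fluorescence ratio within a 140 s kinetic read after compound addition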
M4 ag = CHRM4 agonism in calcium assay; activation, % at 3 µM; 0.14% of 360,000 active; AID 624127; P08173; CHO-K1 hM4/Gqi5, Fluo-8 calcium fluorescence; vehicle 0%, full acetylcholine response 100%;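 active means activation above the run mean over all test wells plus 3 SD, cut at about 32% in these data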;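 further: peak over basal fluorescence ratio per well then scaled between controls; 0% = DMSO wells and 100% = acetylcholine at EC100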
M1 PAM = positive allosteric modulators of human M1 muscarinic receptor | CHO-K1 hM1, Fluo-8 calcium fluorescence, ACh EC20; 0% = ACh EC20, 100% = maximal ACh | activation, % at 3 µM | 0.088% of 360,000 active | AID 588819; in the data active means activation above about 19%, passing the limit was not always enough
TAAR1 agonist = agonists of human TAAR1; Q96RJ0; CHO RD-HGA16 TAAR1, Fluo-8 calcium fluorescence; vehicle wells 0%, saturating PEA agonist 100%; activation, % at 3 µM; 0.99% of 360,000 active; AID 624467;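 active means activation above the mean activation of all test compounds in the run plus 3 SD, cut at about 38% in these data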
Target sequence (Q96RJ0 whole entry, looked up): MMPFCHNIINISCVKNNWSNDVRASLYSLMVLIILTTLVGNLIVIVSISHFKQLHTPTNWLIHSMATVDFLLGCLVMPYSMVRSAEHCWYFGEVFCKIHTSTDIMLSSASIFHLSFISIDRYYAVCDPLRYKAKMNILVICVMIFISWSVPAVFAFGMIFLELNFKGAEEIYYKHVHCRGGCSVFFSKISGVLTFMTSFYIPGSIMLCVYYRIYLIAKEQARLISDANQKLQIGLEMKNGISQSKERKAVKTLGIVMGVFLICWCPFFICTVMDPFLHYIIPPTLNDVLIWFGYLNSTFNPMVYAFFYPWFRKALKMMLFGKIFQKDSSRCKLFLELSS
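System: CHO-derived RD-HGA16 cells with stable Gα16 and human TAAR1. Times: 17-24 h plating, Fluo-8 75 min 37 °C, 30 min RT. Measured by: calcium-sensitive Fluo-8 signal, excitation 470-495, emission 515-575 nm. Read-out basis: % activation relative to PEA EC100 response. Control set: DMSO and PEA EC100. Repeats: no replicates (n 1).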
CHRM1 antagonist = antagonists of human M1 muscarinic receptor. P11229. CHO-K1 hM1, Fluo-8 calcium fluorescence, ACh EC80 antagonist. inhibition, % at 3 µM. 1.3% of 360,000 active;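 active means percent inhibition above its own plate's cutoff, namely the mean of that plate's compound wells plus 3 SD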;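 further: peak over basal fluorescence ratio during 140 s after agonist addition; 0% = ACh EC80 plus DMSO and 100% = DMSO alone without agonist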
M5 ag = CHRM5 agonism in calcium assay. P08912. CHO-K1 hM5 cells, Fluo-8 calcium fluorescence; 0% DMSO wells, 100% maximal acetylcholine response. activation, % at 3 µM. 0.19% of 360,000 active. AID 624037;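 active means activation above the run's mean over test compounds plus 3 SD, cut at about 23% in these data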;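 further: signal is peak over basal fluorescence ratio across the kinetic read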
Target sequence (P08912 whole entry, looked up): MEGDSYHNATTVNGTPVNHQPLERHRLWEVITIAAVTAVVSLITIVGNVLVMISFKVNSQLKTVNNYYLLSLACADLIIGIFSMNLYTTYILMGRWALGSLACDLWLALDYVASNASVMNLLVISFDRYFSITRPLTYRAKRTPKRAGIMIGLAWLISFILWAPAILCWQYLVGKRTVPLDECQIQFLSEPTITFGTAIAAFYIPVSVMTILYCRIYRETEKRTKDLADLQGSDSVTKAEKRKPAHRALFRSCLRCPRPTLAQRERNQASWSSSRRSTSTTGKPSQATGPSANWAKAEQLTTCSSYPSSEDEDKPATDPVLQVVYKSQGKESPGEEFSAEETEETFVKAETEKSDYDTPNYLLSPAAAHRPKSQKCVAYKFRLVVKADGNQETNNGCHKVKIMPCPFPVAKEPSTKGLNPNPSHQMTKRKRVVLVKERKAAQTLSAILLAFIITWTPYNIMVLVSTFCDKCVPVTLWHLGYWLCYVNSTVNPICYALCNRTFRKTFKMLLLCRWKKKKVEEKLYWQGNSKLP
CHRM5 antagonist = blocks acetylcholine activation of human M5 receptor; P08912; CHO-hM5 cells, Fluo-8 calcium fluorescence, ACh EC80; inhibition, % at 3 µM; 0.59% of 360,000 active; AID 624040;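 active means inhibition above a per-plate cutoff, the mean of that plate's test compounds plus 3 SD, cut at about 27% in these data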;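 further: 0% = acetylcholine EC80 with DMSO and 100% = DMSO without agonist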
CHRM5 PAM = positive allosteric modulators of human muscarinic M5 receptor; 0.3% of 360,000 active; AID 624038; activation, % at 3 µM; CHO-K1 hM5, Fluo-8 calcium, ACh EC20 PAM; 0% = ACh EC20, 100% = ACh EC100; P08912;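 active means activation above the run cutoff, the mean activation of all test compounds plus 3 SD, cut at about 18% in these data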
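Test system: CHO-K1 hM5 cells / Doses: single-point, 3 µM nominal / Times: Post-acetylcholine fluorescence recording 140 s / Technique: Fluo-8 calcium fluorescence / Measure: Max/basal fluorescence ratio as % of EC20–EC100 ACh window / Benchmarks: low control EC20 acetylcholine (0%), high control EC100 acetylcholine (100%) / Replicates: one well per compound, no replicates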
CHRM4 antagonist = CHRM4 antagonism in calcium assay. 0.73% of 360,000 active. inhibition, % at 3 µM. AID 624125. CHO-hM4 cells, ACh EC80, Fluo-8 calcium fluorescence;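 active means inhibition above its plate's cutoff, the mean inhibition of sample wells plus 3 SD, cut at about 27% in these data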;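 further: 0% = acetylcholine EC80 with DMSO and 100% = DMSO without agonist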
* = called active by the depositor; nt = no result given.

[1] CCOC(=O)c1sc(N2C(=O)C(O)=C(C(=O)c3ccco3)C2c2ccc(C)o2)nc1C (stereo unspecified)
[2] O=C(NCc1ccccc1)c1csc2c1CCCCC2
[3] Cc1cc(C)n(-c2ccc(C(=O)NCC(=O)Nc3cc(Cl)ccc3Cl)cc2)n1
[4] Cc1nc2ccccc2n1CC(=O)N/N=C\c1ccccn1
[5] COc1cc(CNCCc2ccccc2)cc(Cl)c1OCc1ccccc1
[6] Cc1ccc(NC(=O)c2cc([N+](=O)[O-])ccc2N2CCOCC2)cc1C
[7] CCn1c(CCNC(=O)c2ccc(Cl)cc2)n[nH]c1=S
[8] O=C(COC(=O)c1ccc(S(=O)(=O)C(F)F)cc1)NC(=O)NC1CCCCC1

assay / entry | 1 | 2 | 3 | 4 | 5 | 6 | 7 | 8
M1 ag | -4 | -4 | -4 | -1 | 3 | -5 | -1 | -1
M4 ag | -1 | 0 | 6 | 3 | 21 | 1 | 0 | 3
M1 PAM | 6 | -3 | -4 | 10 | 4 | 7 | 11 | 1
TAAR1 agonist | -3 | 19 | 13 | 14 | 40* | 3 | 6 | 14
CHRM1 antagonist | 2 | 13 | 6 | -9 | 6 | -5 | -10 | -3
M5 ag | -1 | -12 | 2 | 2 | 5 | -2 | 2 | 3
CHRM5 antagonist | -2 | 2 | -2 | 3 | 4 | -6 | -3 | 5
CHRM5 PAM | 8 | -13 | 4 | -1 | 3 | 4 | 0 | -2
CHRM4 antagonist | 4 | 3 | -4 | -6 | 27* | 8 | 6 | -1

[9] O=C(NCc1cccs1)c1cccnc1C(=O)O
[10] Cc1ccccc1CN1C[C@@H]2C[C@@H](c3cn[nH]c3-c3ccc(F)cc3)N3CCC[C@@]23C1=O
[11] N#CCc1ccc(C(=O)c2ccccc2F)s1
[12] CC1CC(C)CN(C(=O)CSc2nc(Cc3cccs3)nc3ccccc23)C1 (stereo unspecified)
[13] COc1ccc(Br)cc1C(=O)Nc1ccc(N2CCN(S(C)(=O)=O)CC2)cc1
[14] CCSC1=C(C#N)C(c2ccc(OC)c(OC)c2)CC(=O)N1 (stereo unspecified)
[15] O=C(Nc1cccc(S(=O)(=O)NC2=NCCCCC2)c1)c1cc(-c2ccncc2)nc2ccccc12
[16] N#Cc1ccc(C2=CC(=O)C[C@H](c3ccc(F)cc3)C2)cc1

assay / entry | 9 | 10 | 11 | 12 | 13 | 14 | 15 | 16
M1 ag | 3 | 11 | -3 | -3 | -3 | -2 | -4 | -6
M4 ag | 0 | 5 | 0 | 10 | 6 | 2 | 9 | 4
M1 PAM | 10 | 7 | 0 | 7 | 2 | 6 | 0 | -2
TAAR1 agonist | nt | 24 | 4 | 5 | 11 | 1 | 11 | 3
CHRM1 antagonist | 1 | -10 | 1 | 8 | -1 | -32 | 16 | 2
M5 ag | 2 | 18 | -2 | 2 | -10 | -3 | -2 | -2
CHRM5 antagonist | 3 | -27 | 20 | 13 | -9 | 3 | 16 | 7
CHRM5 PAM | 0 | -3 | -3 | -14 | 2 | 2 | -14 | -16
CHRM4 antagonist | -10 | -16 | -4 | 14 | 15 | 3 | 2 | 1

[17] COc1ccccc1NC(=O)CN1CCN(c2ccccc2)CC1
[18] C/C(=N/NS(=O)(=O)c1ccc(Br)cc1)c1cccc(NC(=O)C2CC2)c1
[19] COc1ccccc1C(=O)NCC[N+](C)(C)C
[20] COc1ccc(/C=N/NS(=O)(=O)c2ccccc2)cc1OC(=O)c1ccc(C)cc1
[21] CCOc1cccc(-c2nnc(SCC(=O)Nc3cccc(OC)c3)n2N)c1
[22] COc1ccc(OCC(=O)Nc2cc(NC(=O)COc3ccc(OC)cc3)cc(C(=O)O)c2)cc1
[23] O=c1c2cc(NC(=S)NCCCN3CCC(Cc4ccccc4)CC3)ccc2nc2n1CCCCC2
[24] COc1ccc(/C=N/Nc2ncc(C(F)(F)F)cc2Cl)cc1OC

assay / entry | 17 | 18 | 19 | 20 | 21 | 22 | 23 | 24
M1 ag | -1 | -1 | nt | -4 | -4 | -3 | -2 | -9
M4 ag | 2 | 1 | 0 | 0 | 6 | 2 | 20 | 1
M1 PAM | 16 | 6 | nt | -1 | -2 | 8 | -26 | -4
TAAR1 agonist | -2 | 2 | 1 | 4 | 3 | 5 | 27 | 3
CHRM1 antagonist | -9 | -16 | nt | 2 | 3 | -12 | 67* | -3
M5 ag | 1 | 0 | -1 | -2 | -1 | 6 | 3 | -5
CHRM5 antagonist | -3 | -4 | 0 | 6 | -8 | 0 | 14 | 10
CHRM5 PAM | 2 | 0 | 1 | -4 | -1 | 5 | -20 | -5
CHRM4 antagonist | -7 | -19 | -3 | -3 | -2 | -2 | 44* | -10

From compound 3 to 9, as listed above:
[3] Cc1cc(C)n(-c2ccc(C(=O)NCC(=O)Nc3cc(Cl)ccc3Cl)cc2)n1
[4] Cc1nc2ccccc2n1CC(=O)N/N=C\c1ccccn1
[5] COc1cc(CNCCc2ccccc2)cc(Cl)c1OCc1ccccc1
[6] Cc1ccc(NC(=O)c2cc([N+](=O)[O-])ccc2N2CCOCC2)cc1C
[7] CCn1c(CCNC(=O)c2ccc(Cl)cc2)n[nH]c1=S
[8] O=C(COC(=O)c1ccc(S(=O)(=O)C(F)F)cc1)NC(=O)NC1CCCCC1
[9] O=C(NCc1cccs1)c1cccnc1C(=O)O

assay / entry | 3 | 4 | 5 | 6 | 7 | 8 | 9
M1 ag | -4 | -1 | 3 | -5 | -1 | -1 | 3
M4 ag | 6 | 3 | 21 | 1 | 0 | 3 | 0
M1 PAM | -4 | 10 | 4 | 7 | 11 | 1 | 10
TAAR1 agonist | 13 | 14 | 40* | 3 | 6 | 14 | nt
CHRM1 antagonist | 6 | -9 | 6 | -5 | -10 | -3 | 1
M5 ag | 2 | 2 | 5 | -2 | 2 | 3 | 2
CHRM5 antagonist | -2 | 3 | 4 | -6 | -3 | 5 | 3
CHRM5 PAM | 4 | -1 | 3 | 4 | 0 | -2 | 0
CHRM4 antagonist | -4 | -6 | 27* | 8 | 6 | -1 | -10

(cont.)
[25] CCC1=NN(C(=O)c2ccc(Cl)cc2)C(O)(c2ccccc2)C1 (stereo unspecified)
[26] Cc1c(C(=O)N(Cc2nnc(-c3ccccc3Cl)o2)C2CC2)oc2ccccc12
[27] O=C(CC1Sc2ccccc2NC1=O)c1ccc(Br)cc1 (stereo unspecified)
[28] O=C(NNC(=O)C1CCN(S(=O)(=O)c2cccc(Cl)c2)CC1)C1CC1
[29] COc1ccc(OC)c(/C=N/c2oc(-c3ccco3)c(-c3ccco3)c2C#N)c1
[30] Cc1nnc(SCC(=O)NC2(C#N)CCCCC2)n1N
[31] Cn1c(=O)c2ccccc2n(CC(=O)Nc2ccc3c(c2)OCCO3)c1=O
[32] COC(=O)c1ccc(Oc2nc(NC(C)C)nc(N(C)C)n2)cc1

assay / entry | 25 | 26 | 27 | 28 | 29 | 30 | 31 | 32
M1 ag | -3 | -6 | -8 | -4 | -1 | -5 | -2 | -5
M4 ag | -1 | 7 | 0 | 0 | 1 | 0 | 4 | 0
M1 PAM | 2 | -1 | -3 | 3 | 1 | -4 | -3 | -2
TAAR1 agonist | -2 | 0 | 4 | 2 | 3 | 0 | -1 | 3
CHRM1 antagonist | -10 | -3 | 2 | 1 | -3 | 8 | 8 | -2
M5 ag | -4 | 1 | -4 | 0 | 0 | 0 | -1 | -5
CHRM5 antagonist | 16 | 6 | -3 | 7 | 0 | 6 | 11 | -3
CHRM5 PAM | -1 | -18 | 1 | -5 | -6 | -3 | -2 | 5
CHRM4 antagonist | 10 | 7 | 6 | 3 | 3 | 8 | 8 | 0

[33] CCOC(=O)N1CCc2c(sc(NC(=O)CN3CCN(C)CC3)c2C(=O)Nc2ccccc2)C1
[34] CCOC(=O)c1ccccc1NC(=O)COC(=O)C1CC(=O)N(CCc2ccccc2)C1 (stereo unspecified)
[35] CCN(CC)S(=O)(=O)c1cccc(NC(=O)COC(=O)/C=C/c2ccco2)c1
[36] Cc1nc(CSc2ccc(Br)cc2)cs1
[37] CCc1ccc(NC(=O)/C(C#N)=C\c2ccc(OC)c(C(=O)O)c2)cc1
[38] COC(=O)c1c(-c2c(Cl)cccc2Cl)noc1NC(=O)N(C)C
[39] CSc1ccccc1NC(=O)CNCCCN1CCOCC1
[40] Cc1cc(OCC[N+]2(C)CCCCC2)nc2ccccc12

assay / entry | 33 | 34 | 35 | 36 | 37 | 38 | 39 | 40
M1 ag | -6 | -4 | -5 | -8 | -5 | -3 | -6 | -6
M4 ag | 3 | 8 | 0 | -2 | 0 | 1 | 0 | 0
M1 PAM | -1 | -1 | 4 | -2 | 5 | 5 | 0 | 2
TAAR1 agonist | 3 | 3 | 5 | 15 | 2 | 6 | 1 | 10
CHRM1 antagonist | -1 | -1 | -4 | 3 | 5 | -5 | -18 | -2
M5 ag | 1 | 1 | 0 | -1 | -2 | -2 | -4 | -9
CHRM5 antagonist | 7 | 4 | 1 | 3 | -3 | 7 | 3 | 11
CHRM5 PAM | 3 | 0 | -2 | -4 | 5 | 4 | -3 | 1
CHRM4 antagonist | -2 | -5 | 7 | -9 | 3 | -6 | 1 | 4

[41] COc1ccc(-c2nc3n(c2C)Cc2ccccc2-3)cc1
[42] CCC(=O)c1ccc(OCC(=O)N2CCN(C(=O)c3ccccc3)CC2)cc1
[43] CCOC(=O)CC1C(=O)NCCN1C(=O)NC1CCCCC1 (stereo unspecified)
[44] CC(=O)c1cccc(-c2ccnc3c2CC(C(=O)NCCc2ccccc2)O3)c1 (stereo unspecified)
[45] COc1cccc(N2CCN(CC(=O)NC(=O)NC3CCCCC3)CC2)c1
[46] O=C(Nc1ccccc1Cl)N(Cc1nc2ccccc2c(=O)[nH]1)Cc1cccs1
[47] CN(C)/C=C(\C#N)S(=O)(=O)c1ccccc1
[48] O=C(O)c1cc(S(=O)(=O)NC2CCCc3ccccc32)ccc1O (stereo unspecified)
[49] CCOC(=O)c1ccc(N2Cc3ccccc3C2)cc1O
[50] Cc1cc(C)c(S(=O)(=O)NNC(=O)C2CCN(Cc3ccccc3)CC2)c(C)c1

assay / entry | 41 | 42 | 43 | 44 | 45 | 46 | 47 | 48 | 49 | 50
M1 ag | -6 | -6 | -2 | 5 | -2 | 0 | 1 | 0 | -8 | 5
M4 ag | 3 | 3 | 0 | 4 | 1 | 0 | 2 | 0 | 2 | 2
M1 PAM | 3 | 1 | -6 | 12 | 2 | 0 | 10 | 9 | -3 | 1
TAAR1 agonist | -1 | -3 | 13 | 1 | -1 | 8 | 9 | -3 | 2 | 1
CHRM1 antagonist | -8 | 1 | 12 | -17 | -6 | 0 | -16 | -1 | 4 | 1
M5 ag | -10 | 2 | 0 | 2 | -1 | 0 | -1 | -3 | 2 | -5
CHRM5 antagonist | -9 | -3 | 6 | -2 | -1 | 2 | 6 | 9 | -8 | 7
CHRM5 PAM | 2 | 12 | -3 | 2 | 0 | -2 | 9 | 1 | 1 | -17
CHRM4 antagonist | -3 | -5 | 11 | -12 | -6 | 9 | 9 | -2 | -4 | -10

Only part of the results is shown. The share of hits here may be higher or lower than overall.
